Screens: PubChem, Broad Institute
ERAP1 inh: human ERAP1 aminopeptidase inhibitors, primary screen, biochemical, single point, plate reader; recombinant ERAP1, Leu-AMC fluorescence, 60 min; inhibition, % at 10.7 µM; 340,000 tested, 0.15% active; AID 652197, 2013;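 active = mean replicate inhibition of at least 30%, or all replicates individually reaching that 30% level; inactive = mean below 30% and not every replicate reaching it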;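 also: 0% = neutral control wells and 100% = L-leucinethiol positive control wells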
Target sequence (Q9NZ08 whole entry, looked up): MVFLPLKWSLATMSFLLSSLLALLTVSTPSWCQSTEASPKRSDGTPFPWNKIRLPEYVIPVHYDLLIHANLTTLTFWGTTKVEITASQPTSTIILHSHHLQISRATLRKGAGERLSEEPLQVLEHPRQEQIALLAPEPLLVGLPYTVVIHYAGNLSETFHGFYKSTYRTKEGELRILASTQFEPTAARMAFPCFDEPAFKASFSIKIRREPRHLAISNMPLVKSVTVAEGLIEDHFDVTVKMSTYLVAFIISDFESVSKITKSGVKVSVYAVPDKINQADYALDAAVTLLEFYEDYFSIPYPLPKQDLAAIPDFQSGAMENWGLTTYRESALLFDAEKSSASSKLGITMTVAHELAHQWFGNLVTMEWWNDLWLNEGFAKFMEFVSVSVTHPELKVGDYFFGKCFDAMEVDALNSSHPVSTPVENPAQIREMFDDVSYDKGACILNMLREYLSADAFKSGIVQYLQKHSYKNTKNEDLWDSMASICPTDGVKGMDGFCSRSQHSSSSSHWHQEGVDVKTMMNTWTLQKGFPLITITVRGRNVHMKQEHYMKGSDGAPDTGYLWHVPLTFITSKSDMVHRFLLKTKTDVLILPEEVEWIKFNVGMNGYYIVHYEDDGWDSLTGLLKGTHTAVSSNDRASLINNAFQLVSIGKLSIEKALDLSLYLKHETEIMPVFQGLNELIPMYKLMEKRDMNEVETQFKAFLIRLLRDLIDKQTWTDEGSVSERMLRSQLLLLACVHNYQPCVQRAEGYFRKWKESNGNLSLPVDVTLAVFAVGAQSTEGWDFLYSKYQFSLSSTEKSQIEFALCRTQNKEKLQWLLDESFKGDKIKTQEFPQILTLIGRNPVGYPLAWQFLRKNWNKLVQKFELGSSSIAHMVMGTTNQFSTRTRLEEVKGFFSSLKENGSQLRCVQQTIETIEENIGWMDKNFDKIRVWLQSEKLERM
E-selectin induc: E-selectin induction in HUVECs, primary screen, imaging, HUVEC, immunofluorescence imaging, single point. AID 686992, 2013. 260,000 tested, 0.37% active. activation, % at 7.58 µM. normalized: neutral wells 0, TNF-alpha wells 100. P16581;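 active = mean E-selectin-positive cell signal at least 10% of the positive control, reached in at least 60% of replicates, without over 20% cell loss; inconclusive = no rule given, readout overlaps actives, possibly toxicity-flagged; inactive = the rest, including those meeting only one limit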;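 also: in these data hits start at about 27%; measured in HUVEC primary endothelial cells; signal is the percent of cells scored E-selectin positive by PE staining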
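Test system – human umbilical vein endothelial cells (HUVEC), E-selectin induction · Input – 3,000 HUVEC seeded per well · Buffer or medium – EGM-2, gelatin · Compound dosing – single-point compound dose · Detection – immunofluorescence imaging · Measure – percent E-selectin-positive cells · Controls – TNF-alpha high, DMSO low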
PGC1a acetyl inh: inhibitors of PGC1a acetylation signal, primary screen, cell-based, U2OS, AlphaScreen, inhibitor mode; inhibition, % at 15.6 µM; 350,000 tested, 0.17% active; AlphaScreen anti-acetyl-lysine; with virally co-expressed GCN5 acetyltransferase;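 active = every replicate shows inhibition of at least 40%; inconclusive = mean inhibition at least 40% but some replicate below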;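 also: 0% = neutral control wells and 100% = positive control wells; some results beyond the cut were filed as inactive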
PglD inh: C. jejuni PglD acetyltransferase inhibitors, primary screen, biochemical, DTNB colorimetric, single point; 360,000 tested, 0.098% active; purified PglD enzyme, DTNB colorimetric CoA detection; UDP-N-acetylbacillosamine N-acetyltransferase PglD (Campylobacter jejuni); inhibition, % at 12.5 µM; in the data active = inhibition above about 16%, passing the limit was not always enough; inconclusive = no clear call, values can overlap the other calls; also: strong numbers were not always called active
Cneo AK release: Cryptococcus neoformans cell lysis inducers, primary screen, AK release luminescence, single concentration | C. neoformans lysis, adenylate kinase release luminescence, 4 h; normalised: neutral wells 0, clomiphene wells 100 | lysis activity, % at 15 µM | 360,000 tested, 0.2% active;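 active = mean lysis activity across replicates of at least 80%, whatever share of replicates individually reach that level; inactive = mean lysis activity below 80%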
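Assay system: log-phase C. neoformans yeast / Quantity: yeast cell density of 5 × 10^6 cells/mL / Medium: fresh YPD growth medium / Compound: single dose / Timing: static 4 h at 37 °C with compound, 1 h detection / Measured by: adenylate kinase release luminescence / Read-out: lysis from increased AK signal / Benchmarks: Clomiphene as positive lysis control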
RAD54 branch: inhibitors of human RAD54 branch migration, primary screen, biochemical, fluorescence, single point; RAD54 Holliday junction branch migration, FAM/BHQ fluorescence; inhibition, % at 10.4 µM; 360,000 tested, 0.14% active;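 active = mean normalized replicate activity at least 40 and at least half of replicates scoring 40 or more; inconclusive = only one of the two criteria met; inactive = mean below 40 and under half of replicates reaching 40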;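 also: 0% = median of neutral control wells and 100% = median of positive control wells; inhibitors cause a drop in the FAM fluorescence signal; in these data hits start at about 50%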
miR122 inh: miR-122 Renilla sensor signal increase in Huh7, primary screen, miR-122 inhibitor project, cell-based, single point, plate reader. Huh7 miR-122 Renilla luciferase sensor, 48 h; neutral wells = 0, positive control = 100. activation (reporter increase), % at 12.5 µM. 340,000 tested, 0.3% active;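 active = mean replicate activation score at least 90 and every replicate individually at or above 90; inconclusive = only one of the two criteria met; inactive = neither criterion met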;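 also: higher luciferase means less miR-122 activity so hits act as miR-122 inhibitors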
RAD52 anneal inh: RAD52 DNA annealing inhibitors, primary screen, biochemical, FRET, single point, set 2; 360,000 tested, 0.46% active; recombinant RAD52 DNA annealing, FRET fluorescence; inhibition, % at 18.7 µM; DNA repair protein RAD52 homolog (Homo sapiens), P43351;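 active = every replicate showing at least 50% inhibition; inconclusive = mean inhibition at least 50% but not in every replicate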
* = called active by the depositor; u = inconclusive; x = no result given; [ ] = another dose, or the depositor's remark.

SMILES | ERAP1 inh | E-selectin induc | PGC1a acetyl inh | PglD inh | Cneo AK release | RAD54 branch | miR122 inh | RAD52 anneal inh
CC(C)(C)c1ccc2c(c1)N(CC(=O)O)C(=O)CO2 | x | x | -4 | 2 | 2 | 0 | x | x
CCOc1cc(NC(=O)C2CC2)c(OCC)cc1NC(=O)c1ccccc1OCC | 0 | x | 5 | 1 | 0 | 1 | 1 | -9
NC(=N\N=Cc1ccccc1)/C(N)=N/N=Cc1ccccc1 | 1 | -0.1 | -15 | -8 | -3 | -13 | -2 | -18
O=c1[nH]c(/C=C\c2ccc(O)c(O)c2)nc(O)c1[N+](=O)[O-] | 7 | 0.3 | 7 | 4 | -1 | -23 | -8 | -15
COc1ccc(-c2ccc3c(c2)C2CC3CCN2Cc2ccc(OC(F)(F)F)cc2)cc1 (stereo not given) | 2 | 0.0 | x | -2 | -4 | 5 | x | -15
O=C(NCc1ccc(OC(F)(F)F)cc1)C1CC(c2ccccc2[N+](=O)[O-])=NO1 (stereo not given) | x | 0.5 | 4 | -3 | -4 | 5 | 3 | -1
CC(=O)c1cccc(CN2CCN(Cc3ccc(C)cc3)C(CCO)C2)c1 (stereo not given) | -4 | 6.9 | 0 | 1 | -1 | -1 | -1 | -3
CN1CC(c2ccccc2Cl)C2(COc3ccccc3C2=O)C12C(=O)Nc1ccccc12 (stereo not given) | x | x | -13 | -5 | 44 | 3 | 117* | x
CCN(CC(=O)Nc1ccc(OC)c(Cl)c1)CC(=O)NC(C)C | 5 | 0.1 | 4 | 6 | -3 | 2 | 3 | -21
CCNC(=S)N(CCc1ccc(OC)c(OC)c1)Cc1cc2cc(OC)ccc2[nH]c1=O | 9 | x | x | -9 | 0 | 3 | -3 | -9
COc1ccc(-c2nn(C)c(=O)[nH]2)cc1 | 7 | -0.8 | -4 | x | x | x | x | 6
C=CCOC(Cn1ccnc1)c1ccc(Cl)cc1Cl (stereo not given) | -2 | 0.1 | -17 | 7 | -7 | 6 | -2 | -8
COc1ccc(CN2CCNC(=O)C2CC(=O)N(C)CC2CCOCC2)cc1OC (stereo not given) | -4 | x | 5 | 3 | 4 | -8 | -2 | -6
Cc1ccc2c(c1)N(CCC(=O)NC1CC1)C(=O)C(C)O2 (stereo not given) | x | x | 14 | -1 | 0 | -5 | -15 | x
Cn1nc(C(F)(F)F)c(CN2CC(C)(C)C2=O)c1N1CCOCC1 | 0 | x | 0 | 3 | 0 | -1 | -5 | -13
Cn1cc(CN2CCN(CC(C)(C)C)C(CCO)C2)c2ccccc21 (stereo not given) | 3 | x | 10 | -14 | 1 | 3 | 4 | -9
CCCNC(=O)N(C)C[C@@H]1Oc2ncc(C3=CCCCC3)cc2C(=O)N([C@H](C)CO)C[C@H]1C | 4 | 0.0 | 0 | 3 | 0 | -7 | 4[16.7 µM] | 17
CCN(CC)c1ccc(S(=O)(=O)N2CCOCC2)cc1NC(=O)COC(=O)c1ccco1 | 5 | -0.1 | -1 | x | x | x | 4 | -9
CCOc1ccc(CCNC(=O)CCn2ccc3cc(S(=O)(=O)N4CCCC4)ccc32)cc1 | -1 | x | 11 | -4 | 6 | 7 | 6 | -6
CC(C)CC#Cc1ccc2c(c1)O[C@@H](CN(C)S(=O)(=O)c1cccc(F)c1)[C@@H](C)CN([C@H](C)CO)S2(=O)=O | -1 | -0.2 | 0 | -2 | -1 | -3 | -9[16.7 µM] | 7
COc1ccc(Cc2nnc(NS(=O)(=O)c3ccc(Cl)cc3)s2)cc1OC | 0 | x | 7 | x | x | x | -2 | -8
Nc1ncc(Br)cc1S(=O)(=O)NCCC(=O)NCCc1ccc(Cl)cc1 | -4 | 0.8 | -7 | -1 | -1 | -11 | 44 | -10
CNC[C@H]1Oc2ccc(NS(=O)(=O)c3cn(C)cn3)cc2C(=O)N([C@H](C)CO)C[C@H]1C | 6 | -9.7 | 24 | -2 | -4 | -17 | -5[16.7 µM] | -15
CCn1c(Cc2ccc(OC)cc2)nnc1SCC(=O)NC1CCCCC1 | x | x | 3 | -207 | 2 | 3 | -2 | x
c1ccc(Nc2ccnc(Nc3ccccc3)n2)cc1 | x | x | x | -19 | -10 | -6 | -1 | 3
Next section
SMILES | ERAP1 inh | E-selectin induc | PGC1a acetyl inh | PglD inh | Cneo AK release | RAD54 branch | miR122 inh | RAD52 anneal inh
O=C(O)CCC1(CCC(=O)O)c2ccccc2-c2ccccc21 | -5 | -0.2 | x | 3 | 0 | -3 | x | -14
C[C@H](O)C#Cc1ccc2c(c1)O[C@@H](CN(C)C(=O)C1CCCCC1)[C@H](C)CN([C@@H](C)CO)S2(=O)=O | 0 | x | 1 | -1 | -1 | -5 | 0[16.7 µM] | -4
CS(=O)(=O)N1CCC(C(=O)Nc2cc(Cl)cc(Cl)c2)CC1 | -3 | x | 2 | x | x | x | 3 | -5
O=C(N/N=C/c1ccc(OCc2ccccc2)cc1)c1ccc(O)cc1 | 0 | x | -11 | 0 | 0 | -1 | x | -6
Cc1cc(C)n(-c2ccc(NC(=O)C3CCCCN3C(=O)c3sccc3C)cc2)n1 (stereo not given) | -1 | -1.1 | x | x | 0 | -4 | x | -13
O=S(=O)(NCCc1csc(-c2ccccc2)n1)c1cccnc1 | -1 | -0.1 | 1 | 3 | 0 | 7 | 8 | -26
Cc1ccccc1NC(=S)NNC(=O)c1ccoc1C | -2 | x | 7 | 2 | -8 | 4 | -2 | -9
CCOc1cccc2sc(Cl)nc12 | -4 | -3.7 | 2 | 2 | 4 | -6 | -1 | -10
COc1ccc(C(=O)Nc2ccc3c(c2)C(=O)N(C)C[C@H](OC)[C@@H](C)CN(C(C)=O)[C@@H](C)CO3)cc1 | 3 | 0.0 | 6 | -1 | 0 | 4 | -1[16.7 µM] | -2
CCCCNC(=O)C1(C)CCCCN1C(=O)c1cccs1 (stereo not given) | -1 | -0.5 | -1 | 4 | 0 | 6 | -9 | -10
COc1cc(C=NNc2nc3c([nH]2)c(=O)n(C)c(=O)n3C)ccc1O | -2 | -0.3 | -6 | 1 | 0 | 6 | x | -6
Cc1cccc(C)c1N=Cc1c(C(F)(F)F)[nH][nH]c1=O | -3 | x | x | -3 | 0 | 3 | 3 | -12
O=C(CNC(c1ccccc1)c1ccccc1)NCc1ccccc1Cl | 2 | x | -1 | -5 | 1 | -10 | 1 | -17
O=C(CSc1nc2ncccc2[nH]1)NCc1ccccc1 | -1 | x | -30 | -1 | -2 | -9 | 0 | -7
CCCOc1ccc(-c2nnn(CC(=O)N3CCCC(C)C3)n2)cc1 (stereo not given) | x | -0.6 | 12 | 1 | 3 | 0 | 4 | -10
COC(=O)C1=C(C(=O)OC)SC2(S1)C(C(=O)OC)=C(C(=O)OC)SC1=C2c2cc(C)ccc2NC1(C)C | x | x | -1 | 0 | -1 | -1 | -8 | x
CCN(CC)CCN1CNC(=S)NC1 | -2 | -0.1 | x | -4 | 5 | -18 | -7 | 6
CS(=O)(=O)NCCCNc1ccc(C(F)(F)F)cc1[N+](=O)[O-] | -1 | u | -5 | x | x | x | 13 | -19
Cc1cc(C)c(CN2CCC(n3nccc3NC(=O)C3CCCC3)CC2)cc1C | 0 | x | -8 | 0 | -2 | -2 | -3 | -15
CN(C)C(=O)c1ccc(-c2ccc3c(c2)[C@@H]2[C@@H](CCN2S(=O)(=O)c2ccccc2)[C@@H](CO)N3)cc1 | x | -0.2 | 0 | -1 | -20 | -7 | 16[16.7 µM] | x
COc1ccc(NC(=O)N2CCCC(C(=O)Nc3ccccc3OC)C2)cc1 (stereo not given) | -2 | x | 0 | -8 | -3 | 7 | 2 | -11
Cc1onc(-c2ccccc2Cl)c1C(=O)OCC(=O)N1CCC(C)CC1 | 1 | x | -5 | 3 | 0 | -16 | 4 | -14
Cc1cc(C(=O)N2CCc3ccccc3C2)n[nH]1 | -1 | -0.1 | x | 4 | -1 | 1 | x | -10
O=S(=O)(CCc1nc2ccccc2o1)c1ccc(Cl)c(Cl)c1 | x | x | -2 | 5 | -1 | -6 | -3 | x
Cc1ccccc1-c1noc(-c2ccc(Cl)cc2)n1 | x | x | 11 | -3 | 2 | -6 | 8 | x
The list goes on:
SMILES | ERAP1 inh | E-selectin induc | PGC1a acetyl inh | PglD inh | Cneo AK release | RAD54 branch | miR122 inh | RAD52 anneal inh
Cc1ccc(NC2CCCN(C(=O)c3cn4cc(Cl)ccc4n3)C2)cc1C (stereo not given) | 0 | x | x | 0 | 0 | 7 | 9 | -4
Cc1cc(C(=O)Nc2nc3ccc(Cl)cc3s2)nn1C | 3 | 0.0 | -7 | 7 | -4 | 11 | -5 | -9
Cc1ccccc1NC(=O)CSc1nn2c(=O)c(C)nnc2s1 | 1 | 1.8 | 0 | -1 | 0 | 2 | -3 | -15
COc1cccc(NC(=O)CN(C)C(=O)CCCc2nc3ccccc3s2)c1 | -7 | x | x | 6 | 0 | -2 | -11 | -7
CC(=O)c1sc(NC(=O)c2ccc(Cn3cc(Br)cn3)o2)nc1C | x | x | 4 | 3 | 4 | -3 | -3 | x
CCOC(=O)C1CCN(CC(=O)Nc2c(C(=O)OC)[nH]c3cccc(C)c23)CC1 | x | x | -8 | 3 | 3 | -5 | -1 | x
O=S(=O)(Nc1cccc(S(=O)(=O)N2CCOCC2)c1)c1ccc2c(c1)OCCO2 | 1 | x | 3 | x | x | x | 49 | -8

Rewritten field by field: part of the list above
> Cc1ccccc1NC(=O)CSc1nn2c(=O)c(C)nnc2s1
- ERAP1 inh = 1
- E-selectin induc = 1.8
- PGC1a acetyl inh = 0
- PglD inh = -1
- Cneo AK release = 0
- RAD54 branch = 2
- miR122 inh = -3
- RAD52 anneal inh = -15

> COc1cccc(NC(=O)CN(C)C(=O)CCCc2nc3ccccc3s2)c1
- ERAP1 inh = -7
- E-selectin induc = x
- PGC1a acetyl inh = x
- PglD inh = 6
- Cneo AK release = 0
- RAD54 branch = -2
- miR122 inh = -11
- RAD52 anneal inh = -7

Full records as entered above. Values in the order: ERAP1 inh	E-selectin induc	PGC1a acetyl inh	PglD inh	Cneo AK release	RAD54 branch	miR122 inh	RAD52 anneal inh
O=S(=O)(Nc1cccc(S(=O)(=O)N2CCOCC2)c1)c1ccc2c(c1)OCCO2 in the list: 1	x	3	x	x	x	49	-8
CCOc1cc(NC(=O)C2CC2)c(OCC)cc1NC(=O)c1ccccc1OCC in the list: 0	x	5	1	0	1	1	-9
CCN(CC)CCN1CNC(=S)NC1 in the list: -2	-0.1	x	-4	5	-18	-7	6
COc1ccc(-c2nn(C)c(=O)[nH]2)cc1 in the list: 7	-0.8	-4	x	x	x	x	6
CCCOc1ccc(-c2nnn(CC(=O)N3CCCC(C)C3)n2)cc1 (stereo not given) in the list: x	-0.6	12	1	3	0	4	-10
